CIT2-GFP yeast = alters CIT2-GFP fluorescence in TOR pathway yeast screen; actives 0.065% (n = 320,000); AID 2029; S. cerevisiae CIT2-GFP strain, flow cytometry, 3 h; 100 means same as DMSO wells; GFP response vs DMSO, % at 10 µM;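 active = GFP response relative to DMSO above a set limit, near the screen mean plus 3 SD, cut at about 150% in these data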;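 note: ratio of well median GFP fluorescence to mean of DMSO wells on the plate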
MEP2-GFP yeast = alters MEP2-GFP fluorescence in TOR pathway yeast screen; GFP response vs DMSO, % at 10 µM; S. cerevisiae MEP2-GFP strain, flow cytometry GFP, 3 h; 100% = DMSO control level; actives 0.51% (n = 330,000);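 active = GFP response versus DMSO above a set limit, roughly screen mean plus 3 SD, cut at about 180% in these data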;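 note: median GFP fluorescence of the barcode-gated MEP2-GFP cells per well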
RPL19A-GFP yeast = modulators of TOR pathway RPL19A-GFP in S. cerevisiae; S. cerevisiae RPL19A-GFP strain, flow cytometry, 3 h; active compounds read low; percent response vs DMSO, % at 10 µM; actives 0.3% (n = 330,000);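 active = percent response vs DMSO below 50%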;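 note: median channel GFP fluorescence of the barcoded RPL19A-GFP strain; ratio of sample median GFP to plate DMSO average so 100% = DMSO; lower means less RPL19A-GFP as with rapamycin TOR inhibition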
AHR act = human AHR activation; P35869; AHR-responsive luciferase reporter cells, luminescence; actives 2.5% (n = 320,000); activation, % at 5 µM; in the data active = activation above about 47%;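 note: 0% = vehicle wells and 100% = reference agonist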
Target sequence (P35869 whole entry, looked up): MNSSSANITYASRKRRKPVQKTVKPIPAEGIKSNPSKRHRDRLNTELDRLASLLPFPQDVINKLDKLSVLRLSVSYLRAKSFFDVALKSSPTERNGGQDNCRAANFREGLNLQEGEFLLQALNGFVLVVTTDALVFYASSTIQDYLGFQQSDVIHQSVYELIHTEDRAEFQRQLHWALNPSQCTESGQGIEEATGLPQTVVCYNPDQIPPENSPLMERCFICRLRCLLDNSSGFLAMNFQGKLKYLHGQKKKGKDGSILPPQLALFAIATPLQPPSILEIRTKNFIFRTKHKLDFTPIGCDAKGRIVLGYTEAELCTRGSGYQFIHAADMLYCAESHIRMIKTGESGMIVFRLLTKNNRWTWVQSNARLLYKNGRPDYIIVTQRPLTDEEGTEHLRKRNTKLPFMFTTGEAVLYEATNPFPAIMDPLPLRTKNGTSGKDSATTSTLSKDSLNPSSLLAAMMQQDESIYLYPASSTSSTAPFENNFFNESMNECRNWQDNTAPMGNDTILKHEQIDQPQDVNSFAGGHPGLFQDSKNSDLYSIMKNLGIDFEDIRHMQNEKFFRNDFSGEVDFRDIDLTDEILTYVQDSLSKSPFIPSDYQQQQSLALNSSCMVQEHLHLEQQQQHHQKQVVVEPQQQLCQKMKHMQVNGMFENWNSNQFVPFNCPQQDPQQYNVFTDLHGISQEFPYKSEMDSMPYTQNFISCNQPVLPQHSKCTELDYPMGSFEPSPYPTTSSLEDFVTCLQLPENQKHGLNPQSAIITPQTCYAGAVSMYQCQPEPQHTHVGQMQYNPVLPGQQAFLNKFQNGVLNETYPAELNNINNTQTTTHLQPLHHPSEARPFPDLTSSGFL
LAP4 TOR yeast = alters LAP4-GFP fluorescence in TOR pathway yeast screen; actives 0.34% (n = 320,000); AID 2023; GFP response vs DMSO, % at 10 µM; S. cerevisiae LAP4-GFP multiplex, flow cytometry GFP, 3 h; median GFP as percent of DMSO wells;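 active = GFP response vs DMSO above a set limit, about the screen mean plus 3 SD, cut at about 150% in these data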
CR mimetic SO = yeast age-related superoxide inhibition as caloric restriction mimetic; S. cerevisiae aged cells, superoxide DHE fluorescence; active compounds read low; superoxide response (% of plate mean), % at 10 µM; actives 0.18% (n = 330,000); AID 2690;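 active = superoxide response under a set limit, about three screen SD below normal, cut at about 65% in these data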;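 note: yeast aged for seven days with compound at 30 °C before DHE staining; 100% = average MFI of all compound-treated wells on the plate with controls excluded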
AGP1 TOR yeast = yeast TOR pathway AGP1-GFP modulation | actives 0.02% (n = 320,000) | GFP response vs DMSO, % at 10 µM | S. cerevisiae AGP1-GFP multiplex flow cytometry, 3 h; GFP as percent of DMSO wells | AID 2066;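 active = GFP response relative to DMSO above a set limit, near screen average plus 3 SD, cut at about 150% in these data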;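 note: median GFP channel fluorescence of the gated AGP1 strain per well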
Efflux pump mplx = inhibitors of Candida antifungal efflux pumps expressed in yeast | S. cerevisiae Candida pump triplex, Nile Red efflux | inhibition, % at 10 µM | actives 0.44% (n = 330,000) | AID 485275;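 active = plate passing quality check with inhibition over a set limit, or well fluorescence over plate mean plus 4 SD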;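 note: Nile Red retained in pooled yeast measured as flow cytometry median fluorescence; 0% = buffer negative control and 100% = Enniatin B positive control; higher means more Nile Red kept so more efflux inhibition; some compounds called inactive have numbers as strong as hits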
Numbers without * were called inactive; i = inactive; . = no result given.

Values run as follows: CIT2-GFP yeast | MEP2-GFP yeast | RPL19A-GFP yeast | AHR act | LAP4 TOR yeast | CR mimetic SO | AGP1 TOR yeast | Efflux pump mplx
1. Cc1ccc2c(c1)/C(=C/c1ccccc1)C(=O)N2
 : 87 | 97 | 99 | 20 | 110 | 86 | 83 | 0.2
2. CCCNC(=O)C(Cc1ccc(C(F)(F)P(=O)(OCC)OCC)cc1)NC(=O)c1ccc(C#N)cc1 (stereo not drawn)
 : 87 | 93 | 93 | 0 | 98 | 105 | 94 | -0.2
3. O=C(CN1CCN(S(=O)(=O)c2ccc(F)cc2)CC1)c1ccc(O)c(O)c1
 : 99 | 102 | 101 | 4 | 103 | 92 | 107 | 0.1
4. COc1ccc(C2/C=C\CN(C(=O)CC(C)(C)C)CC(=O)N2Cc2ccc(F)cc2)cc1 (stereo not drawn)
 : 106 | 106 | 105 | 2 | 97 | 105 | 108 | 0.0
5. O=C(C1CCC1)N1CCc2cc(S(=O)(=O)NCc3ccco3)ccc21
 : 89 | 100 | 96 | 2 | 107 | 89 | 98 | 0.0
6. NC(=O)COC(=O)C12CC3CC(CC(O)(C3)C1)C2
 : 114 | 107 | 102 | 4 | 109 | 103 | 111 | -0.4
7. O=C(Nc1ccc(F)cc1)c1ccc2ncsc2c1
 : 95 | 112 | 105 | 32 | 110 | 91 | 82 | -0.1
8. CCC(C(=O)Nc1ccccc1C(=O)N1CCOCC1)N1C(=O)c2ccccc2C1=O (stereo not drawn)
 : . | 104 | 102 | -1 | 93 | 91 | 104 | 0.1
9. C/C=C/c1ccc(OCCCCNCc2ccco2)c(OC)c1
 : 113 | 113 | 112 | 6 | 101 | 103 | 101 | 0.0
10. COc1ccc(CCN(C(=O)COc2ccccc2)c2nc(-c3ccccc3)cs2)cc1OC
 : 99 | 97 | 97 | 23 | 106 | 101 | 104 | 0.1
11. CCOC(=O)c1c(NC(=S)NCc2ccccc2)sc2c1CCN(C(=O)OCC)C2
 : 104 | 103 | 100 | -3 | 107 | 103 | 101 | 0.1
12. CC1CCCCC12NC(=O)N(CC(=O)Nc1ccccc1N1CCOCC1)C2=O (stereo not drawn)
 : 105 | 102 | 101 | 0 | 102 | 85 | 103 | 0.0
13. COCCN1CCN(C(=O)C2CCC(=O)N(Cc3cccc(C(F)(F)F)c3)C2)CC1 (stereo not drawn)
 : 109 | 96 | 108 | . | 67 | 99 | 92 | 0.1
14. Cn1nc(-c2ccc(OCC(=O)Nc3ccccc3)cc2)c2ccccc2c1=O
 : 95 | 113 | 99 | -4 | 109 | 97 | 99 | 0.1
15. CCCc1nc2c(C)cc(-c3nc4ccccc4n3C)cc2n1Cc1ccc(-c2ccccc2C(=O)O)cc1
 : 95 | 102 | 95 | -3 | 111 | 91 | 98 | 0.0
16. Cc1cc2[nH]c(=O)c(=O)[nH]c2cc1S(=O)(=O)N1CCC(C)CC1
 : 96 | 105 | 95 | 1 | 101 | 97 | 97 | -0.1
17. COC(=O)CN1C(c2ccc(Cl)cc2)=Nc2ccc(Cl)cc2C1c1ccccc1 (stereo not drawn)
 : 111 | 110 | 102 | 17 | 101 | 79 | 107 | -0.5
18. O=C(Nc1ccccc1)C1CCN(C(=O)c2ccccc2)CC1
 : 90 | 92 | 101 | 3 | 87 | 102 | 95 | 0.1
19. CCOc1ccc(CCNC(=O)COC(=O)c2cccs2)cc1OCC
 : 117 | 109 | 113 | 4 | 83 | 104 | 106 | 0.0
20. COc1cccc(Cl)c1NC(=O)N1CCN(c2cc(C)nc3ccccc23)CC1
 : 92 | 97 | 94 | -6 | 103 | 97 | 103 | -0.1
21. COc1ccc(C(=O)NC2CCN(CC(=O)NCc3cccc(OC)c3)CC2)cc1
 : 104 | 112 | 100 | 0 | 112 | 90 | 107 | 0.1
22. CC(=O)NC(=S)NNC(=O)c1ccc(Br)cc1
 : 108 | 130 | 105 | 0 | 142 | 115 | 111 | 0.0
23. Cc1nn2c(=O)nc3sc4c(c3c2[nH]c1=O)CCCC4
 : 110 | 106 | . | 11 | 98 | 98 | 104 | -0.2
24. O=C(CCS(=O)(=O)c1ccccc1)NNC(=O)CSc1ccccc1F
 : 111 | 104 | 102 | 3 | 97 | 85 | 104 | -0.1
25. Cn1c(NCC2CCCO2)nc2c1c(=O)n(Cc1ccccc1)c(=O)n2C (stereo not drawn)
 : 108 | 118 | 108 | 8 | 107 | 96 | 113 | 0.2
26. COc1ccc(C(=O)NCCS(=O)(=O)N(C)Cc2ccccc2)cc1
 : 103 | 105 | 101 | 0 | 101 | 100 | 116 | 0.0
27. CCOC(=O)c1c(NC(=O)c2ccc(S(=O)(=O)N3CCOCC3)cc2)sc2c1CCN(C)C2
 : 93 | 99 | 96 | 16 | 98 | 109 | 87 | 0.3
28. CCOC(=O)c1c(/N=C/N(C)C)sc(/C=N/Nc2ccccc2)c1-c1ccccc1
 : 109 | 106 | 106 | 18 | 94 | 91 | 105 | 0.1
29. Cc1ccc(S(=O)(=O)NC(C)C(c2cccs2)N2CCN(C)CC2)cc1 (stereo not drawn)
 : 92 | 98 | 97 | -2 | 96 | 95 | 100 | -0.1
30. CCOc1ncccc1C(=O)OCc1ccc(Cl)cc1
 : 113 | 111 | 112 | 0 | 99 | 108 | 104 | 0.1
31. COc1cc(/C=N/Nc2ccc([N+](=O)[O-])cc2S(=O)(=O)N2CCOCC2)cc(OC)c1OC
 : 100 | 106 | 99 | 2 | 96 | 99 | 96 | -0.3
32. CN(CCCOc1ccccc1Br)Cc1ccccc1
 : 96 | 102 | 97 | 0 | 103 | 86 | 102 | 0.1
33. OCc1nc2ccccc2n1Cc1ccc(Cl)cc1
 : 102 | 104 | 102 | 0 | 96 | 85 | 96 | 0.0
34. O=S(=O)(c1ccc2c(c1)CCCN2)N1CCCC2CCCCC21 (stereo not drawn)
 : 100 | 101 | 101 | 0 | 108 | 107 | 102 | 0.1
35. CCCn1nc(C(=O)Nc2ccc3c(c2)OCCO3)c2ccccc2c1=O
 : 95 | 103 | 102 | 6 | 112 | 94 | 107 | 0.1
36. O=C(NCCCCC(NC(=O)C1CCCCC1)C(=O)O)c1ccccc1 (stereo not drawn)
 : 101 | 103 | 100 | 1 | 98 | 99 | 100 | 0.0
37. CCN(c1ccccc1C)S(=O)(=O)c1cc2c3c(c1)CCN3C(=O)CC2
 : 105 | 102 | 103 | 0 | 98 | 98 | 110 | -0.1
38. COc1ccc2c(CC(=O)N[C@@H](Cc3ccccc3)C(=O)O)cc(=O)oc2c1C
 : 100 | 107 | 109 | . | 103 | 103 | 106 | -0.5
39. O=C(CCSCCc1ccccn1)Nc1ccc(Cc2ccncc2)cc1
 : 100 | 101 | 99 | -1 | 96 | 88 | 95 | 0.0
40. Cn1c(NN)nc2sc3c(c2c1=O)CCC3
 : 104 | 103 | 103 | 6 | 109 | 104 | 107 | -0.1
41. COc1cccc(NC(=S)N2CCC(c3ccc(C)cc3)C2)c1 (stereo not drawn)
 : 86 | 105 | 98 | 3 | 109 | i | 92 | -0.2
42. CCCC(NC(=O)COc1cc2c(c3oc(=O)cc(C)c13)CCC(C)(C)O2)C(=O)O (stereo not drawn)
 : 99 | 99 | 102 | 0 | 104 | 95 | 105 | -0.1
43. CCOc1ccc(NC(=O)CSc2nnc(Cc3ccccc3)c(=O)n2N)cc1
 : 92 | 113 | 94 | 0 | 111 | 106 | 100 | -0.1
44. CCOc1ccccc1NC(=O)c1sc2nc(C)nc(N3CCOCC3)c2c1C
 : 93 | 95 | 98 | -2 | 97 | 110 | 98 | 0.3
45. Cn1nnnc1SCC(=O)Nc1ccccc1Cl
 : 93 | 100 | 99 | 4 | 99 | 99 | 102 | 0.0

3 entries from above, arranged by the value under RPL19A-GFP yeast, highest first:
no.	smiles	RPL19A-GFP yeast
9	C/C=C/c1ccc(OCCCCNCc2ccco2)c(OC)c1	112
29	Cc1ccc(S(=O)(=O)NC(C)C(c2cccs2)N2CCN(C)CC2)cc1 (stereo not drawn)	97
2	CCCNC(=O)C(Cc1ccc(C(F)(F)P(=O)(OCC)OCC)cc1)NC(=O)c1ccc(C#N)cc1 (stereo not drawn)	93

(more compounds)
Values run as follows: CIT2-GFP yeast | MEP2-GFP yeast | RPL19A-GFP yeast | AHR act | LAP4 TOR yeast | CR mimetic SO | AGP1 TOR yeast | Efflux pump mplx
46. N#C/C(=C\c1ccccc1[N+](=O)[O-])C(=O)NC1CCCCC1
 : 73 | 97 | 92 | 2 | 117 | 82 | 89 | -0.1
47. COc1ccc(OCC(=O)Nc2ccc3oc(-c4ccncc4)nc3c2)cc1
 : 96 | 95 | 108 | -6 | 106 | 107 | 95 | -0.1
48. COCC(C)NCc1ccc(OC)c(Br)c1 (stereo not drawn)
 : 99 | 100 | 108 | 3 | 98 | 80 | 90 | 0.0
49. CCCS(=O)(=O)c1ncc(Cl)c(C(=O)Nc2ccc(S(=O)(=O)Nc3ncccn3)cc2)n1
 : 98 | 98 | 98 | 0 | 103 | 93 | 107 | -0.1
50. COc1ccc(NC(=O)C2CCCN(S(=O)(=O)c3c(C)[nH]c(=O)[nH]c3=O)C2)cc1OC (stereo not drawn)
 : 94 | 87 | 92 | -1 | 92 | 103 | 94 | -0.1
51. C/C(=C/c1ccccc1)C(=O)N1CCC(C)CC1
 : 103 | 100 | 105 | -1 | 84 | 95 | 107 | 0.1

Compounds from the list above containing a halogen:
Values run as follows: CIT2-GFP yeast | MEP2-GFP yeast | RPL19A-GFP yeast | AHR act | LAP4 TOR yeast | CR mimetic SO | AGP1 TOR yeast | Efflux pump mplx
2. CCCNC(=O)C(Cc1ccc(C(F)(F)P(=O)(OCC)OCC)cc1)NC(=O)c1ccc(C#N)cc1 (stereo not drawn)
 : 87 | 93 | 93 | 0 | 98 | 105 | 94 | -0.2
3. O=C(CN1CCN(S(=O)(=O)c2ccc(F)cc2)CC1)c1ccc(O)c(O)c1
 : 99 | 102 | 101 | 4 | 103 | 92 | 107 | 0.1
4. COc1ccc(C2/C=C\CN(C(=O)CC(C)(C)C)CC(=O)N2Cc2ccc(F)cc2)cc1 (stereo not drawn)
 : 106 | 106 | 105 | 2 | 97 | 105 | 108 | 0.0
7. O=C(Nc1ccc(F)cc1)c1ccc2ncsc2c1
 : 95 | 112 | 105 | 32 | 110 | 91 | 82 | -0.1
13. COCCN1CCN(C(=O)C2CCC(=O)N(Cc3cccc(C(F)(F)F)c3)C2)CC1 (stereo not drawn)
 : 109 | 96 | 108 | . | 67 | 99 | 92 | 0.1
17. COC(=O)CN1C(c2ccc(Cl)cc2)=Nc2ccc(Cl)cc2C1c1ccccc1 (stereo not drawn)
 : 111 | 110 | 102 | 17 | 101 | 79 | 107 | -0.5
20. COc1cccc(Cl)c1NC(=O)N1CCN(c2cc(C)nc3ccccc23)CC1
 : 92 | 97 | 94 | -6 | 103 | 97 | 103 | -0.1
22. CC(=O)NC(=S)NNC(=O)c1ccc(Br)cc1
 : 108 | 130 | 105 | 0 | 142 | 115 | 111 | 0.0
24. O=C(CCS(=O)(=O)c1ccccc1)NNC(=O)CSc1ccccc1F
 : 111 | 104 | 102 | 3 | 97 | 85 | 104 | -0.1
30. CCOc1ncccc1C(=O)OCc1ccc(Cl)cc1
 : 113 | 111 | 112 | 0 | 99 | 108 | 104 | 0.1
32. CN(CCCOc1ccccc1Br)Cc1ccccc1
 : 96 | 102 | 97 | 0 | 103 | 86 | 102 | 0.1
33. OCc1nc2ccccc2n1Cc1ccc(Cl)cc1
 : 102 | 104 | 102 | 0 | 96 | 85 | 96 | 0.0
45. Cn1nnnc1SCC(=O)Nc1ccccc1Cl
 : 93 | 100 | 99 | 4 | 99 | 99 | 102 | 0.0
48. COCC(C)NCc1ccc(OC)c(Br)c1 (stereo not drawn)
 : 99 | 100 | 108 | 3 | 98 | 80 | 90 | 0.0
49. CCCS(=O)(=O)c1ncc(Cl)c(C(=O)Nc2ccc(S(=O)(=O)Nc3ncccn3)cc2)n1
 : 98 | 98 | 98 | 0 | 103 | 93 | 107 | -0.1

Screens from PubChem.
